DT40 TDP1 CPT – DT40-hTDP1 cell growth loss with CPT. chicken DT40 Tdp1-/-;hTDP1 cells + 20 nM CPT, ATP luminescence, 48 h. Potency, µM (titrated, usually from 46.2 µM), for the others: at the top dose activity change, negative = growth inhibition, hits mostly inhibitors. 12% of 420,000 active. AID 686979; further: nearly all actives have a fitted effect of over 55% in size
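Chicken DT40 Tdp1-/- cells complemented with human TDP1, 400 cells/well, exposed to compounds plus 20 nM camptothecin for at least 48 h at 37 C; viability read as ATP content by CellTiter-Glo luminescence.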
DT40 TDP1 no CPT – qHTS for Inhibitors of human tyrosyl-DNA phosphodiesterase 1 (TDP1): qHTS in cells in absence of CPT. DT40 Tdp1-/- hTDP1 cells, no CPT, ATP luminescence, 48 h. Potency, µM (highest dose often 46.2 µM), for inactives: top-dose activity change, negative = growth inhibition, hits mostly inhibitors. 15% of 420,000 active. AID 686978, 2013; further: nearly all actives have a fitted effect of over 55% in size
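A cellular qHTS used chicken DT40 cells lacking endogenous Tdp1 but carrying stably transfected human TDP1. Compounds were applied without camptothecin, and cell growth kinetics were judged by ATP-dependent luminescence after ≥48 hr.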
KAT2A inh – GCN5L2 (KAT2A) acetyltransferase inhibition | Potency, µM (series often up to 58.9 µM), inactives show top-dose activity change, negative = inhibition, actives largely listed as inhibitors | 0.21% of 390,000 active | AID 504327 | Q92830 | GCN5L2 HAT assay, ThioGlo1 CoA-SH fluorescence
Target sequence (Q92830 whole entry, looked up): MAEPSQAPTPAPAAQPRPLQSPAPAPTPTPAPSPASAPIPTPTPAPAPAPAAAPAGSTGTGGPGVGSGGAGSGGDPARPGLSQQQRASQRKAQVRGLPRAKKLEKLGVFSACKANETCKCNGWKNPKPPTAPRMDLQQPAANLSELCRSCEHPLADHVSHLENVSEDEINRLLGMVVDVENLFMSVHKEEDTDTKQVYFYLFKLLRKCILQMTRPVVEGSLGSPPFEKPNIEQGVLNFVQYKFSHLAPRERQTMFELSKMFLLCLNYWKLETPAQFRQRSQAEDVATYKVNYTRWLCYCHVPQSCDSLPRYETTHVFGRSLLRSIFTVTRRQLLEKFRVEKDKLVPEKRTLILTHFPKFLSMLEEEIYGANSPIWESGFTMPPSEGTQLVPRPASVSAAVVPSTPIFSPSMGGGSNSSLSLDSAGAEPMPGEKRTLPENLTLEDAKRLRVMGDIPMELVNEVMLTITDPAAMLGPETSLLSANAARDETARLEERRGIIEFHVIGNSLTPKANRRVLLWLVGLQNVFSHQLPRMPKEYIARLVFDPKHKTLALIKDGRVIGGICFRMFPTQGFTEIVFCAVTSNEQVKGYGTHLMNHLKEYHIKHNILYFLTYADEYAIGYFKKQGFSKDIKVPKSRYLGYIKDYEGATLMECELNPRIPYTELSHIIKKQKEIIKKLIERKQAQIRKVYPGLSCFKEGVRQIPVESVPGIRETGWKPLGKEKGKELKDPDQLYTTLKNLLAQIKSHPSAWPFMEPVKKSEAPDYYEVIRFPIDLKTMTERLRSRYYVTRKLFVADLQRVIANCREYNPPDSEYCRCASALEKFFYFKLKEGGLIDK
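Compounds, pin-transferred from DMSO stocks, meet 20nM GCN5L2 for 15 min before the reaction begins with H3(1-25) peptide (75uM) and acetyl-CoA (70uM). Thiol-reactive ThioGlo1 reports CoA release over 20 min at room temperature.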
* marks the source's active call; other numbers are inactive results; ? = inconclusive; / = no result given; & = joins results of further samples. The call rests on the fitted dose curve; in most records, active means well fitted curve in the direction sought with a large enough effect; inconclusive means small, poorly fitted or top-dose-only effect, or another doubt; inactive means no such curve, though single readings can be large; an effect the other way counts as inactive or inconclusive. On the % scale 0 is the no-effect control and ±100 the full control effect; potency means the concentration at half of the fitted maximal effect. Only part of the results is shown; count on the stated rates, not on these rows.

Molecule | DT40 TDP1 CPT | DT40 TDP1 no CPT | KAT2A inh
Cc1nnc(SCC(=O)N(C)CC(=O)Nc2ccc(F)cc2)n1Cc1ccccc1 | 0.4% | -23.2% | -2.0%
CCN1C(Nc2ccccc2)=NC[C@@H]1CC(C)C | 0.9% | 9.7% | -1.4%
CC(C)CC(=O)Nc1ccc(C(=O)COC(=O)C2CCC2)cc1 | -0.6% | 2.1% | -6.8%
C[C@H](O)Cc1cn(-c2cc3cc(C#Cc4ccsc4)ccc3oc2=O)nn1 | -10.6% | -2.7% | -6.4%
Cc1ccc(NC(=O)Cn2c(O)c(N=NC(N)=O)c3ccccc32)cc1 | ? | ? | -7.8%
CC1CCCCN1Cc1c(O)ccc2c(=O)c(-c3ccc(Cl)cc3Cl)coc12 (centres undefined) | -15.4% | -0.3% | -5.7%
CSc1ncc(C(=O)Nc2cc(C)ccc2C)c(C)n1 | -6.9% | 13.0% | -1.4%
O=C(Cn1nc(-c2ccc(Cl)cc2)c2ccccc2c1=O)Nc1cccc(Br)c1 | -21.2% | -8.7% | -4.3%
OCC1CCCCN1C(=S)Nc1cccc(Cl)c1 (centres undefined) | 0.2% | -11.0% | -24.3%
CSc1cccc(NC(=O)C2CCCN2S(=O)(=O)c2ccc3c(c2)CCC(=O)N3)c1 (centres undefined) | -21.6% | ? | 3.2%
COc1ccc(C)cc1S(=O)(=O)N1CCCCC1 | -0.6% | 5.0% | 1.1%
CCOC(=O)c1oc2ccc(S(=O)(=O)n3nc(-c4cc(OCC)c(OCC)c(OCC)c4)cc3N)cc2c1C | -29.0% | -25.6% | -12.6%
CCc1ccc(NC(=O)CSc2nnc(CC)c(CC)n2)cc1 | ? | ? | -18.0%&-3.2%
O=C1CCSC2(C(=O)N(Cc3ccc(F)cc3)c3ccccc32)N1c1ccc(F)c(F)c1 (centres undefined) | 7.31µM* | 10.3µM* | -0.6%
CC(C(=O)NN)n1nnc(N2CCOCC2)n1 (centres undefined) | 17.2% | -6.4% | 1.2%
Cc1cc(C)c(C(=O)COC(=O)CNC(=O)c2ccccc2C)c(C)c1 | 0.7% | 4.0% | 0.3%
CCOc1ccc(N=c2cc(-c3ccc(OC)cc3)oc3ccccc23)cc1 | 25.9µM* | 25.9µM* | 3.5%
CSc1ccc(/C=C/C(=O)OCC(=O)c2ccc[nH]2)cc1 | -19.1% | -3.7% | -1.8%
COc1ccc(-c2cc3c(=O)n(CC(=O)NCc4ccc(C)cc4)ncn3n2)cc1 | 7.31µM* | 6.51µM* | 2.4%
Cc1ccc(CN(C(=O)COc2ccccc2[N+](=O)[O-])c2ccccn2)o1 | ? | ? | -6.7%
O=C(NCc1cccs1)C(=O)c1c[nH]c2ccccc12 | -16.6% | -0.2% | -12.1%
O=C(NCCc1ccccc1)c1ccc(Cn2c(=O)c3cccn3c3cccnc32)cc1 | ? | ? | -2.0%
Fc1ccc(NC(=S)Nc2ccc(F)c(Cl)c2)cc1Cl | 23.1µM* | 13µM* | 2.6%
COc1ccc(S(=O)(=O)N(C)CC(=O)Nc2ccc3c(c2)OCCO3)cc1 | ? | ? | -3.2%
CCOCCNC(=O)c1ccc2c3c(cccc13)CC2 | -3.7% | -21.9% | -4.4%
Cc1cc(NCC(C)C)n2ncnc2n1 | 0.0% | 12.3% | -8.9%
c1ccc2c(c1)oc1c(Nc3ccc4c(c3)OCCO4)ncnc12 | 8.91µM* | ? | -8.0%
Cc1cc2c(cc1C)/C(=N/NC(=O)c1ccccn1)CCC2 | ? | 23.1µM* | -38.3%
O=C(NCC(=O)N1CCCCCC1)c1ccc(OC(F)F)cc1 | 2.5% | -7.3% | -2.4%
COC(=O)C1=C(C)NC(C)=C(C(=O)OC)C1c1ccco1 | -7.9% | 0.8% | -8.4%
CCOc1ccccc1C1CC(=O)Oc2c1c(=O)n(C)c1ccccc21 (centres undefined) | -0.8% | 17.3% | -4.3%
O=S(=O)(Nc1cccnc1Cl)c1ccc2c(c1)OCCO2 | -9.0% | -10.3% | -4.5%
O=C(COC(=O)c1ccccc1O)NC(c1ccccc1)c1ccccc1 | 4.8% | 2.2% | 2.1%
Cc1nn(CC(=O)Nc2ccc(Cl)cc2Cl)c(=O)c2ccccc12 | -12.3% | 3.2% | 1.6%
CCOc1ncccc1C(=O)OCC(=O)c1ccc(OC)c(OC)c1 | -8.0% | ? | -8.7%
CCc1noc(C)c1C(=O)Nc1nc(-c2ccc(F)cc2)c(C)s1 | ? | ? | -4.7%
C[C@H](CO)N1C[C@H](C)[C@@H](CN(C)S(=O)(=O)c2ccccc2F)OCc2cnnn2CCCC1=O | -4.1% | -25.7% | /
CCN(CC)C(=O)CSc1nnc(-c2ccc(S(=O)(=O)N3CCCC3)cc2)o1 | -7.7% | -10.4% | -0.6%
CN(CC(=O)NCc1cccs1)CC(=O)Nc1ccccc1Cl | 0.3% | -13.0% | /
COc1ccc(/C=N/n2c(C)nc3sc(C)c(C)c3c2=O)cc1 | 12.2% | 3.2% | 6.9%

Retrieved one by one from above (three):
Molecule | DT40 TDP1 CPT | DT40 TDP1 no CPT | KAT2A inh
O=C(COC(=O)c1ccccc1O)NC(c1ccccc1)c1ccccc1 | 4.8% | 2.2% | 2.1%
COc1ccc(/C=N/n2c(C)nc3sc(C)c(C)c3c2=O)cc1 | 12.2% | 3.2% | 6.9%
CCc1noc(C)c1C(=O)Nc1nc(-c2ccc(F)cc2)c(C)s1 | ? | ? | -4.7%

Next section
Molecule | DT40 TDP1 CPT | DT40 TDP1 no CPT | KAT2A inh
COc1cccc(-n2c(SCC(=O)NC3CCS(=O)(=O)C3)nc3ccccc3c2=O)c1 (centres undefined) | 3.4% | -17.4% | ?
COc1cc(C(=O)NCC(c2ccc(Cl)cc2)N2CCOCC2)cc(OC)c1OC (centres undefined) | 16.4µM* | ? | -1.8%
CC(C)(C)N1C(=O)[C@H]2[C@@H](c3ccc(Br)cc3)N3C(=O)N(c4cccc(Cl)c4)C(=O)[C@@]3(Cc3ccccc3)[C@H]2C1=O | ? | 20.6µM* | -5.6%
CCCCc1nc2ccccc2n2c(-c3ccc(C)cc3)c3c(=O)n(C)c(=O)n(C)c3c12 | ? | 11.6µM* | -2.9%
O=C(Nc1ccc(F)cc1F)c1ccc2c(=O)n3c(nc2c1)CCCCC3 | ? | ? | -12.9%
COc1ccc2nc(-c3ccccc3)cc(C(=O)OCC(=O)N3CC(C)OC(C)C3)c2c1 (centres undefined) | ? | ? | -11.7%
CCOC(=O)c1c(S(=O)(=O)N2CCN(c3cccc(C(F)(F)F)c3)CC2)c(C)n(C)c1C | -17.1% | -4.7% | -4.6%
CN(C(=O)CCc1nc(-c2ccccc2F)no1)c1ccc(Cl)cc1 | ? | ? | -13.6%
CC#CCCCC(=O)Nc1cccc(C(=O)O)c1 | 7.7% | -2.0% | -12.9%
Cc1ccccc1OCC(=O)OCc1cc(=O)n2nc(-c3cccs3)sc2n1 | ? | ? | -3.6%
COC(=O)C1(C(=O)OC)NOC2C(=O)N(c3ccccc3)C(=O)C21 (centres undefined) | -12.1% | -2.7% | -18.5%
Cc1ccc(Nc2nc(N)nc(CSC(=S)N3CCOCC3)n2)cc1 | -3.8% | ? | ?
COc1ccccc1CC(NC(C)=O)C(=O)N1CCN(C(=O)Nc2ccccc2Cl)CC1 (centres undefined) | -18.8% | -9.5% | -0.8%
CC(C)Oc1cccc(-c2cc(C(=O)NN3CCOCC3)c3ccccc3n2)c1 | 14.6µM* | 10.3µM* | -18.3%
O=C(c1cn(-c2ccccc2)nc1-c1ccc(Cl)cc1)N1CCOCC1 | -12.6% | -19.4% | -2.1%
Cc1nc2cc(C(=O)OCC(=O)NC(C)C(C)C)ccc2n1-c1ccccc1 (centres undefined) | -1.9% | ? | -9.6%
CN(C)c1ccc(/C=C(\C#N)c2ccccc2)cc1 | 2.59µM* | 2.59µM* | -8.8%
CCC(Oc1ccccc1)C(=O)Nc1ccsc1C(=O)OC (centres undefined) | ? | ? | -11.9%
COc1ccc(Oc2ncnc3sccc23)cc1 | -0.6% | -24.4% | 0.6%
O=C(c1ccco1)N1CCN(C(=O)C2CCCc3c2[nH]c2ccc(Cl)cc32)CC1 (centres undefined) | -24.1% | -23.0% | -1.1%
O=C(N/C(=C\c1ccc(O)cc1)C(=O)N1CCCCC1)c1ccccc1 | -0.5% | 12.8% | -0.2%
O=C(NCc1ccccc1Cl)c1cc2c(s1)-c1ccc(Cl)cc1SC2 | ? | ? | -1.2%
Cc1oc2ccc(OCc3ccc(Cl)cc3)cc2c1C(=O)O | 15.1% | -1.3% | -4.8%
O=C(COC(=O)c1ccc(Cl)c(Cl)c1)Nc1cccnc1Cl | -19.0% | ? | -2.9%
CCc1nc2c(OCC(=O)c3ccc(Cl)cc3Cl)cccn2c1N(C)C(=O)c1cccs1 | 16.4µM* | 18.4µM* | /
CC(C)(C=O)C1=CC(=O)c2ccccc2C1=O | 0.184µM* | 0.411µM* | -10.1%
CCC1Oc2nc(SC)nnc2-c2ccccc2N1C(=O)c1ccccc1 (centres undefined) | ? | ? | -0.7%
COc1ccc(Cn2cnc3c(NS(C)(=O)=O)c(C)c(C)cc32)cc1 | -0.2% | -11.5% | -22.2%
C[C@H]1CN([C@@H](C)CO)S(=O)(=O)c2ccc(C#CC3CC3)cc2O[C@@H]1CN(C)S(C)(=O)=O | -26.5% | ? | /
COc1ccc(CCNC(=S)NCc2ccc(Cl)c(Cl)c2)cc1OC | -2.5% | ? | -16.0%
CCc1nnc(NC(=O)CCN2C(=O)C3CCCCC3C2=O)s1 (centres undefined) | 15.7% | 8.1% | 1.1%
COc1ccc(NC(=O)c2ccc(-n3nc(C)c[n+]3[O-])cc2)cc1 | 15.3% | -3.0% | -7.4%
OC(COCc1cccs1)CN1CCN(c2ccccc2Cl)CC1 (centres undefined) | ? | ? | 0.2%
C=CC[C@H]1CC(Cc2ccccc2)=C[C@H](CC=C)N1 | 16.4µM* | 18.4µM* | -2.0%
CC(=O)Nc1cccc(/C(C)=N\NC(=O)c2ccc(Cn3nc([N+](=O)[O-])c(Cl)c3C)o2)c1 | ? | ? | -2.7%
O=S(=O)(c1ccccc1)N1CCN(C(=S)NCc2ccccc2)CC1 | -8.5% | ? | -3.8%
O=C(C1CN(S(=O)(=O)c2ccccc2)CCN1S(=O)(=O)c1ccccc1)N1CCCCCC1 (centres undefined) | -21.9% | -27.7% | /
Cc1cc(C)c(C#N)c(Sc2nc(C)c([N+](=O)[O-])c(C)c2C#N)n1 | 3.66µM* | 5.8µM* | /
O=S(=O)(Nc1ccc2c(c1)OCO2)c1ccccc1 | -9.8% | -13.8% | 1.0%
CC12CCC(=O)N1C(C(=O)Nc1cc(S(=O)(=O)N3CCCCCC3)ccc1OCC(F)(F)F)CS2 (centres undefined) | ? | -22.0% | -3.8%
CN(CCCC(=O)NCCc1ccccc1)S(=O)(=O)c1ccc([N+](=O)[O-])cc1 | 4.8% | -18.3% | -6.1%
CC1(C)C2([N+](=O)[O-])CN3CC1([N+](=O)[O-])CN(C2)C3c1ccc(O)c(O)c1 (centres undefined) | ? | ? | 2.6%
COc1cccc(NC(=O)CN(C)C(=O)c2cccc(S(=O)(=O)N3c4ccccc4CC3C)c2)c1 (centres undefined) | ? | ? | -0.1%
CCN(CC)S(=O)(=O)c1cccc(C(=O)NC(C(=O)NNC(=O)c2ccccc2F)C(C)C)c1 (centres undefined) | ? | ? | /
COc1ccc(S(=O)(=O)N2CC(C(=O)O)Oc3ccccc32)cc1 (centres undefined) | -3.6% | -19.1% | 12.5%
CCOC(=O)c1ccc(NC(=O)c2nn(C)cc2Br)cc1 | -10.2% | -13.8% | -5.2%
Cc1ccc2nc(N3CCN(C(=O)C4COc5ccccc5O4)CC3)sc2c1 (centres undefined) | ? | ? | -0.7%
COc1ccccc1N1CCN(/N=C\c2cccnc2)CC1 | 12.2% | -3.9% | -13.5%
COc1ccc(Cc2nc(-c3ccccn3)no2)cc1 | 3.3% | -10.2% | -17.4%
CCN(CC(=O)Nc1ccc(NC(C)=O)cc1)C(=O)Cc1cccc2ccccc12 | -10.5% | 1.6% | -1.6%
COc1ccc(NC(=O)CN(C)S(=O)(=O)c2ccc3[nH]c4c(c3c2)CCCC4)cc1OC | ? | 16.4µM* | 0.0%
